RNase H inhibition – RNase H inhibition, HIV 1 Gag Pol polyprotein, FRET biochemical assay, screening (AID 372). one-dose inhibition, % at 10 µM; IC50 in µM for titrated hits. HIV-1 RT RNase H, FRET RNA/DNA substrate fluorescence; higher % means a stronger effect. 100,000 tested, 0.77% active; in the data active = inhibition above about 50%
The depositor's hits bear a star.

nr	canonical_smiles	RNase H inhibition
1	Cc1ccc(/C=C2\SC(=S)N(CCC(=O)Nc3ccccc3C)C2=O)cc1	0%
2	CCOC(=O)C(Cc1ccccc1Cl)Sc1nc2ccccc2[nH]1 (stereo not drawn)	20%
3	CC1(O)CC(=O)N(c2ccccc2)O1 (stereo not drawn)	3%
4	Cc1ccc(C(=O)NC(=S)Nc2cc(-c3nc4ncccc4o3)ccc2C)cc1C	15%
5	O=C(NC(NC(=S)Nc1ccc(Cl)c(Cl)c1)C(Cl)(Cl)Cl)c1cccc([N+](=O)[O-])c1 (stereo not drawn)	23%
6	COc1ccc(C)cc1NC(=O)CN(c1ccc(Cl)cc1)S(C)(=O)=O	22%
7	COc1ccc(-n2c(=O)c3c4c(sc3n3c(SCc5ccccc5)nnc23)CCC4)cc1	5%
8	CCOc1ccccc1NC(=O)c1ccc(N(C)S(=O)(=O)c2ccccc2)cc1	10%
9	O=C(/C=C\Nc1cccc(Br)c1)c1ccccc1	20%
10	O=C(NC(=S)Nc1cc(-c2nc3ccccc3o2)ccc1Cl)c1cccs1	40%
11	CCCN1CCC(NC2CCCc3ccccc32)CC1 (stereo not drawn)	5%
12	CCOc1ccc(NC(=O)CN(c2ccc(F)cc2)S(=O)(=O)c2ccc(C)cc2)cc1	0%
13	CCOc1ccc(NC(=O)CCCOc2ccc(Cl)cc2Cl)cc1	5%
14	O=C(N=Nc1c(O)[nH]c(=O)[nH]c1=O)c1cccc([N+](=O)[O-])c1	14%
15	O=C(Nc1ccc2oc(-c3cccc(Cl)c3Cl)nc2c1)c1ccccc1[N+](=O)[O-]	12%
16	CC(Oc1ccc(C=C2C(=O)c3ccccc3C2=O)cc1)C(=O)O (stereo not drawn)	10%
17	Cc1ccc(C(=O)n2cnc3ccccc32)o1	13%
18	CCCSc1nnc2c(n1)OC(c1cn[nH]c1-c1ccccc1)Nc1ccc(Br)cc1-2 (stereo not drawn)	15%
19	Cc1ccc(NCC(=O)N/N=C\c2cc(Br)cc(Cl)c2O)cc1	0%
20	CC(C)(CO)Nc1ccc(Cl)cc1[N+](=O)[O-]	15%
21	O=C(O)c1c[nH]c2cc(N3CCOCC3)c(F)cc2c1=O	13%
22	COc1cc(/C=N/Nc2ccnc3cc(Cl)ccc23)ccc1O	12%
23	O=C/C(=C\Nc1ccc(S(=O)(=O)N2CCCCC2)cc1)c1nc2ccccc2o1	11%
24	CCOc1cc(Br)c(Br)c(C=Nc2cc(-c3nc4ccccc4o3)ccc2C)c1O	9%

Two entries from above in another layout.
22: COc1cc(/C=N/Nc2ccnc3cc(Cl)ccc23)ccc1O
  RNase H inhibition: 12%

19: Cc1ccc(NCC(=O)N/N=C\c2cc(Br)cc(Cl)c2O)cc1
  RNase H inhibition: 0%

Continuation:
nr	canonical_smiles	RNase H inhibition
25	Cc1ccc(C2CC(=O)C(C=Nc3ccc(Br)cc3)=C(O)C2)cc1 (stereo not drawn)	2%
26	COC(=O)c1c(NC(=O)c2ccccc2Cl)sc2c1CCCCCC2	12%
27	CC(=O)Nc1ccc(Cl)c(-c2nc3cc(C)c(C)cc3o2)c1	8%
28	C=CCc1ccc(OCCOCCOc2cc(Cl)ccc2Cl)c(OC)c1	21%
29	CSc1cccc(NCc2ccc([N+](=O)[O-])cc2)c1	9%
30	COc1ccc(C(=O)NC(=S)Nc2cccc(-c3nc4ncccc4o3)c2)cc1Br	8%
31	Cc1ccc(NCc2ccc([N+](=O)[O-])s2)cc1	8%
32	Cc1cc2nc(-c3ccc(C)c(NC(=O)c4cc([N+](=O)[O-])ccc4Cl)c3)oc2cc1C	10%
33	CC(=O)c1c(O)c(C(C)(C)C)cc(C(C)(C)C)c1O	5%
34	COc1ccc(N2C(=O)C=CC2=O)c([N+](=O)[O-])c1	19%
35	CC(C)OC(=O)C1C(=O)CC(C)(O)C(C(=O)OC(C)C)C1c1cccnc1 (stereo not drawn)	2%
36	COc1ccc(/C(C#N)=C/c2ccc(C(C)C)c([N+](=O)[O-])c2)cc1OC	25%
37	CCOC(=O)C1=C(C)N=c2s/c(=C\c3ccc(OCc4ccc(Cl)cc4)cc3)c(=O)n2C1c1ccc(OC)cc1 (stereo not drawn)	0%
38	CN1CCC(=NNC(=O)C(=O)Nc2ccc(Cl)c(Cl)c2)CC1	3%
39	O=C(NCc1cccs1)c1cc2nc(-c3ccc([N+](=O)[O-])cc3)cc(C(F)(F)F)n2n1	8%
40	CCOC(=O)CCC(=O)Nc1cc(-c2ccc(F)cc2)[nH]n1	12%
41	COc1ccccc1N1C(=O)CC(Nc2ccc(C)cc2)C1=O (stereo not drawn)	5%
42	COc1ccc(C=Nc2cccc3c(=O)[nH][nH]c(=O)c23)c2ccccc12	20%
43	CSc1ccc(/C=N/NC(=O)COc2cccc(C)c2)cc1	8%
44	CC1C(C(=O)N(C=O)NC(=O)c2ccc(Cl)cc2)C2C=CC1C21CC1 (stereo not drawn)	4%
45	CCOc1ccccc1NC(=O)C(C)Sc1ccc(Cl)cc1 (stereo not drawn)	16%
46	O=C1NC(=O)N(c2ccc3c(c2)OCO3)C(=O)/C1=C/c1ccc(Oc2ccc([N+](=O)[O-])cn2)cc1	5%
47	CCCOc1ccc(C2C(C(=O)OC(C)CC)=C(C)NC3=C2C(=O)CC(c2ccccc2)C3)cc1OC (stereo not drawn)	11%
48	CCOc1ccc2nc(CCC(=O)O)[nH]c2c1	3%
49	N[n+]1cnn(CC(=O)c2ccccc2Br)c1	5%
50	O=P(Cc1cccc[n+]1[O-])(c1ccccc1)c1ccccc1	23%
51	COc1cc2c(cc1OC)C(NNC(N)=O)=NC(C)(C)C2	0%
52	COC(=O)c1sccc1NC(=O)c1ccc(Cl)cc1Cl	16%
53	O=C(NCCc1ccccc1)c1cccc([N+](=O)[O-])c1	9%
54	CN(C)CCOC(=O)CN1C(=O)S/C(=C/c2ccc(Br)cc2)C1=O	5%
55	O=C(CN1CCSCC1)N/N=C/c1cc(Br)cs1	0%
56	O=C(c1ccc([N+](=O)[O-])cc1[N+](=O)[O-])N1CCCCCC1	0%
57	CC(=O)CCc1oc2ccc([N+](=O)[O-])cc2c1-c1ccc(C)o1	11%
58	O=C(NN=C1c2ccccc2-c2ccccc21)c1cccnc1	11%
59	O=C1CCCC(O)=C1C=NCc1cccnc1	14%
60	Cc1ccccc1C=Nc1cccc2c(N=Cc3ccccc3C)cccc12	10%
61	Cc1cc2c(cc1C)NC(c1ccc([N+](=O)[O-])o1)C1=C(CC(C)(C)CC1=O)N2 (stereo not drawn)	4%
62	COc1ccc(OC)c(NC(=O)c2cccc(Cl)c2Cl)c1	6%
63	CCCCOc1cccc(C(=O)NCCNc2ccc([N+](=O)[O-])cc2)c1	10%
64	Cc1ccc(N=Cc2ccc(Cl)c([N+](=O)[O-])c2)c(O)c1	19%
65	O=C(CCN1C(=O)c2ccccc2C1=O)Nc1ccccc1C(=O)N1CCCC1	0%
66	COc1cc(/C=C2/C(=O)NN(c3cccc(Cl)c3)C2=O)c([N+](=O)[O-])cc1OC	10%
67	COc1cc(/C=N/n2cnnc2)cc(Cl)c1OCc1cccc2ccccc12	21%
68	CC1=C(C(=O)OCC(C)C)C(c2ccc(F)cc2)NC(=O)N1 (stereo not drawn)	10%
69	COc1ccc(/C=C(\C#N)C(=O)Nc2ccc(F)cc2)c(C)c1	8%
70	O=C1CC(Sc2ncn[nH]2)C(=O)N1c1ccc(I)cc1 (stereo not drawn)	6%
71	CCc1ccc(/C=C2\SC(=S)N(CCCC(=O)Nc3ccc([N+](=O)[O-])cc3)C2=O)cc1	2%
72	O=S(=O)(NCCNS(=O)(=O)c1ccccc1)c1ccccc1	6%
73	CCOC(=O)C1=C(O)/C(=C/c2cccc([N+](=O)[O-])c2)SC1=Nc1cccc2ccccc12	0%
74	COc1ccc(N2CCN(Cc3sccc3C)CC2)cc1	8%
75	Cc1ccc(NC(=S)NC(=O)c2ccc(F)cc2)cc1Cl	10%
76	O=C(O)c1cc(C(=O)O)c2ccccc2n1	12%
77	O=C(NC(=S)Nc1ccc(Cl)c(Cl)c1)c1cccc(I)c1	4%
78	OC(COc1ccccc1)CN1CCCCCC1 (stereo not drawn)	0%
79	CCOC(=O)COc1ccc(/C=C2\C(=O)NC(=O)N(c3ccc(C)cc3)C2=O)cc1OC	6%
80	COc1ccc(C2=Cc3cc(OC)c(OC)cc3S(=O)(=O)O2)cc1OC	2%

7 compounds from above, arranged by count of non-hydrogen atoms, largest number first.
nr	canonical_smiles	RNase H inhibition
28	C=CCc1ccc(OCCOCCOc2cc(Cl)ccc2Cl)c(OC)c1	21%
57	CC(=O)CCc1oc2ccc([N+](=O)[O-])cc2c1-c1ccc(C)o1	11%
14	O=C(N=Nc1c(O)[nH]c(=O)[nH]c1=O)c1cccc([N+](=O)[O-])c1	14%
62	COc1ccc(OC)c(NC(=O)c2cccc(Cl)c2Cl)c1	6%
52	COC(=O)c1sccc1NC(=O)c1ccc(Cl)cc1Cl	16%
9	O=C(/C=C\Nc1cccc(Br)c1)c1ccccc1	20%
59	O=C1CCCC(O)=C1C=NCc1cccnc1	14%

New compounds follow:
nr	canonical_smiles	RNase H inhibition
81	Cc1ccc2nc(-c3ccc(C)c(NC(=S)NC(=O)c4ccccc4[N+](=O)[O-])c3)oc2c1	15%
82	CCOc1cc(/C=N/N=C2\NC(=O)C(CC(=O)O)S2)ccc1O (stereo not drawn)	0%
83	Cc1c(NC(=O)c2cccc3ccccc23)cccc1-c1nc2cc(Cl)ccc2o1	29%
84	O=C(Nc1cc([N+](=O)[O-])ccc1F)c1ccc(-c2cc(Cl)ccc2Cl)o1	31%
85	CCOC(=O)C1=C(C)NC2=C(C(=O)CCC2)C1c1cc(OC)ccc1OC (stereo not drawn)	3%
86	COc1ccc(C(=O)Nc2ccccc2N)cc1	0%
87	O=C(Nc1ccc(F)cc1)c1ccc(N2C(=O)c3cccnc3C2=O)cc1	0%
88	O=C(N/N=C/C(Br)=C/c1ccccc1)c1ccccc1O	6%
89	O=C1CSC2(C(=O)Nc3ccccc32)N1c1ccc(Cl)c(Cl)c1 (stereo not drawn)	19%
90	CCCCc1ccc(/C(C)=N/Nc2cc(-n3cc(C)cn3)ncn2)cc1	0%
91	Cc1cc2nn(-c3ccc(Cl)cc3)nc2cc1NC(=O)c1cccc([N+](=O)[O-])c1	41%
92	O=C1c2ccccc2NC2(CCCC2)N1O	0%
93	O=C(Nc1ccccc1Cl)C1c2ccccc2Oc2ccccc21	7%
94	Cc1ccccc1C1C=C(c2ccccc2)OC(c2ccccc2)=C1C=O (stereo not drawn)	9%
95	COc1ccc(CNC(=O)CN(c2cccc(C)c2)S(=O)(=O)c2ccccc2)cc1	6%
96	CN1CCC(=NNC(=O)c2ccc(Br)o2)CC1	0%
97	CC(=O)Oc1ccc(C(=O)N2c3ccccc3Sc3ccccc32)cc1	6%
98	CNC(=S)N/N=C/c1ccc(-c2ccccc2C(=O)OC)o1	37%
99	O=C(CSc1nc2ccccc2n1Cc1ccccc1)N/N=C/c1cccc(Oc2ccccc2)c1	20%
100	Cc1ccc(CNC(=O)C(=O)NCC(C)C)cc1	0%
101	COc1ccc(NC(=O)Cc2nnc(NC(=O)Nc3ccc(Cl)cc3)s2)cc1	15%
102	O=C(Nc1ccc(Br)cc1F)c1ccc(-c2cc(Cl)ccc2Cl)o1	10%
103	Cc1ccc(C(=O)NC2CCCCCCC2)c(Cl)c1	7%
104	Oc1c(-c2cc(-c3ccccc3)n[nH]2)ccc2ccccc12	26%
105	O=C(Nc1ccc(NC(=O)c2ccc(-c3cccc(Cl)c3)o2)cc1)c1ccccc1	17%
106	COc1ccc(C(=O)NC(=S)Nc2ccccc2F)cc1	6%
107	C=CCN1C(=O)/C(=C\c2ccc(N(CC)CC)cc2O)C(=O)NC1=S	0%
108	CCOC(=O)C1=C(C)N=c2s/c(=C\c3ccc(OCc4ccccc4)c(OCC)c3)c(=O)n2C1c1ccc2c(c1)OCO2 (stereo not drawn)	13%
109	COc1cccc(/C=N/NC(=O)/C(=C/c2ccccc2)NC(=O)c2ccccc2)c1O	0%
110	O=C(NCc1cccs1)NC12CC3CC(CC(C3)C1)C2	10%
111	O=C(c1cc2ccccc2o1)N1CCN(c2ccc([N+](=O)[O-])cc2)CC1	11%
112	COc1cc(NC(=O)c2ccc(-c3cccc([N+](=O)[O-])c3)o2)ccc1NC(=O)c1ccco1	18%
113	CCOC(=O)C1=C(C)N=c2s/c(=C/c3ccc(C(=O)OC)cc3)c(=O)n2C1c1ccccc1 (stereo not drawn)	9%
114	CC1(C)CC2(CCO1)NN=C(c1ccccc1)S2 (stereo not drawn)	9%
115	O=C(CSc1ccc(Cl)cc1Cl)Nc1cccc([N+](=O)[O-])c1	17%
116	c1ccc(OCc2nc(-c3cccnc3)no2)cc1	7%
117	O=C1CCCN1c1cc(Cl)ccc1Cl	15%
118	O=C(NC(=S)Nc1ccc(-c2nc3ncccc3o2)cc1)c1ccco1	6%
119	COc1ccc(Oc2coc3cc(O)ccc3c2=O)cc1	3%
120	O=C1NC(=S)N(c2ccccc2F)C(=O)/C1=C/c1cccn1-c1ccc(Cl)cc1	46%
121	CCOc1ccccc1CN(C)C1CCN(C)CC1	2%
122	CCc1ccc(-n2[nH]c(=O)c(/C=C3\C(=O)N(c4ccccc4)N=C3C)c2O)cc1	0%
123	CCN(CC)c1ccc(/C=C2/C(=O)NN(c3cccc(Cl)c3)C2=O)c(O)c1	28%
124	C/C(=N\N=C1\NC(=O)C(CC(=O)Nc2ccccc2F)S1)c1ccc(Cl)cc1 (stereo not drawn)	10%
125	COc1c(Cl)cc(C(=O)Nc2ccc(O)c(-c3nc4ccccc4s3)c2)cc1Cl	16%
126	COCCNC(=O)CN(c1cc(OC)ccc1OC)S(C)(=O)=O	2%
127	CCN(CC)c1ccc(NC(=O)COc2cc(Cl)c(Cl)cc2Cl)cc1	31%
128	CCOc1ccc(Nc2nc(-c3ccc(C)c(C)c3)cs2)cc1	10%
129	CCOC(=O)CNC(=O)c1cc(OCC)c(OCC)c(OCC)c1	4%
130	CC(=C\c1ccccc1)/C=C1/SC(=O)N(c2ccc(Cl)cc2)C1=O	8%
131	CC(=O)C(C(C)=O)C1=C(Cl)C(=O)C(=O)c2ccccc21	2%

Source: PubChem BioAssay (MTDP)

Some of the compounds tested, so the mix of outcomes need not match the whole.
